DNMT1 inh: DNMT1 (human) enzyme inhibition. inhibition (reported as % activation of signal), % at 10 µM. hit rate 0.83% among 360,000. P26358. DNMT1 molecular beacon, Hinp1I cleavage, fluorescence; in the data active means inhibition above about 50%
Scp-1 inhibitor: Scp-1 (human) phosphatase inhibition; Q9GZU7; Recombinant Scp1, phosphopeptide, malachite green phosphate absorbance; inhibition, % at 20 µM; hit rate 0.88% among 340,000; AID 493091;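 active means inhibition above about 50% at 20 µM, limit read from the data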;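 further: plate controls were DMSO wells with enzyme for no effect and wells lacking enzyme for full effect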
Target sequence (Q9GZU7 76-261 limits assumed): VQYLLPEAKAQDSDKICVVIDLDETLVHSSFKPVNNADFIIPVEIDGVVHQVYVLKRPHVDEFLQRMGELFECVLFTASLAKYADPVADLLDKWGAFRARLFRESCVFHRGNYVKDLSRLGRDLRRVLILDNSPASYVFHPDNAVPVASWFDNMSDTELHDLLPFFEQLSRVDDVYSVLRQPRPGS
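assay system = SCP-1 phosphatase catalytic domain, residues 76-261 | buffer or medium = 50 mM Tris acetate pH 5.5, 0.005% Tween-20, 10 mM MgCl2 | incubation = enzyme reaction 45 min at room temperature, colour 5 min, stabilisation 30 min | signal = Phosphate-binding colour reagent, absorbance read at 630 nm | measure = % inhibition at 20 µM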
CendR NRP1 mod: modulators of CendR peptide binding to human neuropilin-1. FAM-RPARPAR peptide binding to NRP-1, fluorescence polarization. inhibition, % at 25 µM. hit rate 0.85% among 360,000;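 active means inhibition or corrected inhibition above about 18%, plus a signal ratio from 0.5 to 1.5, limit read from the data, passing the limit was not always enough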; further: strong numbers were not always called active
Target sequence (O14786 whole entry, looked up): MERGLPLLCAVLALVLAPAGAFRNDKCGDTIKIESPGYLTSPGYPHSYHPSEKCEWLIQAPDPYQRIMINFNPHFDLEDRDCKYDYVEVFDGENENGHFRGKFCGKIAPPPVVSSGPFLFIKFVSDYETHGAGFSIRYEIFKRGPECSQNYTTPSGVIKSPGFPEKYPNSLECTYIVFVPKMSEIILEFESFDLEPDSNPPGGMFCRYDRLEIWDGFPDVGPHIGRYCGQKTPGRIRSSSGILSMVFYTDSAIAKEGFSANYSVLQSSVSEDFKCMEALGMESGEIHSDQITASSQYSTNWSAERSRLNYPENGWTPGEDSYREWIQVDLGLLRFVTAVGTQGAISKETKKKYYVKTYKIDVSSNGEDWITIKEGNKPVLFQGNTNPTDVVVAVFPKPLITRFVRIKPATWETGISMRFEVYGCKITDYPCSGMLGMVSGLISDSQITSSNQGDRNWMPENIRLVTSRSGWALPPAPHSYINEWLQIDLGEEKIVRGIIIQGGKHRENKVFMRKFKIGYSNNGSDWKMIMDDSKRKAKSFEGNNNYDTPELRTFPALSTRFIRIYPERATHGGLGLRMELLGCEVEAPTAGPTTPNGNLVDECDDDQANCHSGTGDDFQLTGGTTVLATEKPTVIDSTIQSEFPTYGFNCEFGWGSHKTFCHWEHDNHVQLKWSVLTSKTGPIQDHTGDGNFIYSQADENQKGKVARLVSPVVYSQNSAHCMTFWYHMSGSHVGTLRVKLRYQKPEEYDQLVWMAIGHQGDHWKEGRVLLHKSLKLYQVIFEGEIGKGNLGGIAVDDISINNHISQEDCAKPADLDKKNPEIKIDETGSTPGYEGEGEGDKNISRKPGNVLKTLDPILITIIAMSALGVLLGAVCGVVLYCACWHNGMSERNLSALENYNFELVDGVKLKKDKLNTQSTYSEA
eLon inh: E. coli protease La inhibition | P0A9M0 | purified E. coli Lon protease, fluorescence polarization | inhibition, % at 7.94 µM | hit rate 0.42% among 360,000 | AID 602123; in the data active means inhibition above about 13%, passing the limit was not always enough;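 further: 0% = enzyme with probe and DMSO and 100% = no enzyme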
Tb MetRS inh: blocks T. brucei methionyl-tRNA synthetase activity; purified T. brucei MetRS, ATP depletion, Kinase-Glo luminescence; hit rate 0.4% among 360,000; inhibition, % at 11.9 µM;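 active means inhibition above a per-plate cutoff of the control wells' mean inhibition plus 3 SD, cut at about 5.5% in these data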;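 further: 0% = DMSO wells median and 100% = median of wells with control inhibitor compound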
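technique = Kinase-Glo luminescence, ATP depletion format | system = purified MetRS (methionyl-tRNA synthetase) enzyme from Trypanosoma brucei | timing = 15 min preincubation, 2 h reaction, all 25 °C | evaluation = percent inhibition versus plate control medians | dosing = single dose, 11.9 µM final nominal, 0.9% final DMSO | also added = substrates ATP, L-methionine and bulk Escherichia coli tRNA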
STEP inh: blocks human striatal-enriched tyrosine phosphatase | P54829 | recombinant STEP, OMFP fluorogenic substrate, fluorescence | inhibition, % at 20 µM | hit rate 0.25% among 360,000 | AID 588621;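 active means inhibition at 20 µM, scaled per plate between control wells, above about 37%, limit read from the data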;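 further: 0% = DMSO with enzyme and substrate and 100% = substrate only without enzyme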
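Measure: Control-normalized % inhibition with plate pattern correction | Test system: STEP phosphatase, cell-free reaction | Medium: pH 6.0 Bis-Tris with DTT and Tween 20 | Technique: Fluorescence, 480/540 nm | Times: Reaction 20 min, ambient temperature | Doses: Single compound dose of 20 µM, 1% DMSO final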
MsrA act: activates bovine MsrA enzyme; purified bovine MsrA, absorbance read-out; activation, % at 10.6 µM; hit rate 0.3% among 360,000; AID 602163; in the data active means activation above about 7.5%;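 further: 0% = vehicle and 100% = reference activator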
SUMO1-SIM PPI: alters human SUMO1 binding to SIM partners; inhibition, % at 20 µM; hit rate 0.33% among 360,000; P63165; SUMO1 binding to a labelled peptide, TR-FRET, 1 h; in the data active means inhibition above about 37%
MsrA inhibitor: inhibitors of bovine MsrA | inhibition, % at 15.5 µM | purified bovine MsrA, absorbance read-out | hit rate 0.75% among 360,000; in the data active means inhibition above about 4.5%;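 further: 0% = vehicle wells with enzyme and 100% = reference inhibitor wells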
LMPTP block: blocks human LMPTP phosphatase | P24666 | recombinant LMPTP-A, OMFP fluorogenic substrate, fluorescence intensity | inhibition, % at 20 µM | hit rate 0.22% among 360,000;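 active means compounds that cut the enzyme signal by at least half of the control window in the single-dose screen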;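 further: plate controls were DMSO wells with enzyme plus substrate for no effect and substrate without enzyme for full effect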
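Test system – LMPTP-A enzyme · Amount – LMPTP-A at 0.625 nM final in the reaction · Buffer or medium – Bis-Tris pH 6.0, DTT, detergent · Reagent – OMFP 400 µM · Doses – single 20 µM dose · Schedule – reaction 50 min, room temperature, dark · Detection – fluorescence intensity of OMFP turnover product · Evaluation – percent inhibition versus substrate-only and uninhibited controls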
* = called active by the depositor; nt = no result given.

SMILES	DNMT1 inh	Scp-1 inhibitor	CendR NRP1 mod	eLon inh	Tb MetRS inh	STEP inh	MsrA act	SUMO1-SIM PPI	MsrA inhibitor	LMPTP block
CCC1CC(=O)CCN1S(=O)(=O)c1ccc(C)cc1 (centres undefined)	0	0	-9	-1	-0.1	2	-4	-1	-1.1	-1.0
NS(=O)(=O)c1ccc(CCNC(=O)COC(=O)c2nc(Cl)ccc2Cl)cc1	-4	11	6	-12	-0.2	-1	-1	2	0.8	2.4
CC/C(=N\NC(=O)COc1ccc(Br)cc1)c1ccc(OC)c(OC)c1	5	-3	-4	-5	0.5	8	-2	0	-1.4	0.0
C[C@H]1CN([C@@H](C)CO)C(=O)c2cc(Br)cnc2O[C@H]1CN(C)C(=O)c1cccnc1	5	nt	-15	9	-0.5	1	-3	2	-1.2	-2.1
CCN1CCN(CCC(=O)Nc2ccc(Br)c(C)c2)CC1	-2	-4	12	1	-0.4	-2	1	-1	-0.4	-4.7
CC(=O)c1cnc2c(-c3ccccc3)cnn2c1C	3	4	-3	-4	0.3	2	3	-15	0.0	0.1
Cc1c(O)ccc(/C=N/Nc2nc(-c3cccnc3)nc3ccccc23)c1O	-13	-12	-5	0	-0.5	-1	-9	15	1.0	6.7
Cc1ccccc1CN1[C@@H](CC2CCCCC2)COCCS1(=O)=O	1	-3	9	6	-0.8	1	-10	14	-0.4	1.4
CC(=NNC(=O)c1cc(C)nc2ccccc12)c1ccc(N2CCOCC2)cc1	4	0	10	7	-0.4	0	-5	-10	3.2	-2.4
O=c1c2ccccc2c(C=NCCc2ccccc2)c(O)n1Cc1ccccc1	-14	-12	-8	3	-1.3	5	-4	-1	0.3	6.3
Brc1cc(Br)c2nc(-c3ccc(N4CCOCC4)cc3)ccc2c1	-17	-11	-36	-4	0.9	2	-3	-13	nt	2.6
CCN(CC)c1ccc(/C=C/c2cc(-c3ccccc3)c3ccccc3n2)cc1	3	5	147	-333	-0.5	-48	-5	-7	-0.1	11
CCN1CCN(C(c2ccccc2OC)c2nnnn2C2CCCCC2)CC1 (centres undefined)	4	4	-5	0	-1.8	-1	-12	-5	0.5	-6.2
N=C(N)SCc1cccc2ccccc12	6	-15	7	0	-1.6	1	-3	-4	0.2	2.1
O=C(CCn1c(=O)[nH]c2ccsc2c1=O)N1CCc2ccccc2C1	-2	-4	-2	-3	-0.8	-4	-11	-2	0.5	-0.6
COc1ccc(C(=O)Nc2ccccc2C(=O)Nc2ccccc2)cc1	-6	nt	8	-15	-0.2	-2	-2	-8	0.0	0.2
Cc1sc2nc(CSC(C)C(=O)Nc3cc(S(C)(=O)=O)ccc3Cl)[nH]c(=O)c2c1C (centres undefined)	4	5	-45	-29	-0.1	1	-1	2	0.5	0.6
Cc1ccc(-c2cc(C(F)(F)F)c(C#N)c(=O)[nH]2)cc1	0	-4	-10	0	0.3	-1	-2	7	1.4	-0.5
O=C(NCC(c1ccco1)N1CCN(c2ccccc2)CC1)OCc1ccccc1 (centres undefined)	-6	-4	-4	-7	0.0	-2	-5	-2	-1.2	0.1
C/C=C/c1cc(CN2CCN(c3ccccc3)CC2)c(O)c(OC)c1	-2	-6	-7	-10	-0.3	-2	-1	1	-0.8	2.7
CC(O)(c1ccccc1)c1nc(-c2cccc(F)c2)cs1 (centres undefined)	7	nt	-6	-8	-0.1	-2	-2	7	0.0	0.1
Cc1noc(C)c1CC(=O)Nc1ccc2c(c1)OCO2	-9	-12	-2	6	-0.1	5	-6	-1	0.8	0.4
CCOc1ccccc1Nc1nc(-c2cccnc2)cs1	-5	-5	-13	-5	-1.3	-1	-3	-13	0.4	0.6
COc1ccc(C2(O)C(=O)Nc3ccc(C)cc32)cc1 (centres undefined)	1	-6	6	1	-0.8	0	-6	0	0.0	0.0
COc1ccc(N=C2C(=O)Nc3c(C)cccc32)cc1	-2	1	-2	8	0.0	1	2	-28	-0.2	0.9
Cc1ccc(NS(=O)(=O)c2ccc(C(=O)NCCCN3CCCC3=O)cc2)cc1	1	13	6	2	-0.3	-1	3	0	1.0	-0.9
CC(=O)c1cccc(NC(=O)N2CCC(NC(=O)C3CCCCC3)CC2)c1	0	-10	7	-9	0.6	2	-1	8	-0.4	-0.5
c1ccc(-n2cnnc2SCc2nc3ccccc3s2)cc1	-5	-4	-58	-39	0.5	0	0	-4	-0.1	-1.3
COc1ccc(-c2nc(N)nc(N)n2)c(O)c1	5	4	2	1	0.1	-4	-8	-2	-0.7	-1.0
Cc1ccc(Nc2nc(N)nc(CSc3nc(C)cc(C)n3)n2)cc1	-2	-9	5	0	0.1	-2	-1	-2	0.9	0.0
Cc1noc(C)c1S(=O)(=O)N(C)C[C@H]1Oc2ccc(NC(=O)NC(C)C)cc2C(=O)N([C@H](C)CO)C[C@@H]1C	-1	1	-3	0	-0.4	2	-8	-1	0.6	-0.4
Cn1ncc2c(Nc3ccc([N+](=O)[O-])cc3)nc(Cl)nc21	-1	-8	-5	19	-0.4	0	-7	-13	1.8	0.2
O=C(NCc1ccccc1Cl)c1cc2c(s1)CS(=O)(=O)C2	-9	-4	-12	-9	-0.3	0	-2	4	-0.2	-0.3
CC(C)(C)NC(=O)COC(=O)c1snc(C(=O)NC2CCCCC2)c1N	6	-4	-4	-6	-0.9	2	-6	-19	0.9	-0.9
COc1ccc(C(=O)CN2C(=O)c3ccccc3C2=O)c(OC)c1	5	-13	-6	4	-0.3	0	-6	-13	0.4	-1.3
COc1ccc(Cl)cc1S(=O)(=O)Oc1ccc(NC(C)=O)cc1	1	-6	8	-1	-0.9	0	-5	-1	-1.3	-1.0
Cc1ccc2nc(SCC(=O)NCCCN3CCCC3=O)[nH]c2c1	-2	-6	-6	0	-0.4	0	-1	3	0.7	-0.4
C=CCNc1nc(NCCCN2CCCC2=O)c2sc(-c3ccccc3)cc2n1	-7	nt	-17	-5	-0.2	4	-10	-22	0.6	22
CC1Cc2nc(SCC(=O)Nc3ccc(F)cc3F)n(C)c(=O)c2S1 (centres undefined)	-4	31	1	8	0.0	-1	-2	1	0.9	-1.9
CCCCNC(=S)Nc1ccc(-c2nc3ccc(C)cc3s2)cc1	1	-6	-10	-1	0.5	2	-1	-4	0.5	-1.0
CCCCC(CC)C(=O)Nc1ccc(Nc2ccccc2)cc1 (centres undefined)	-14	-8	6	-10	-0.3	2	-2	-2	0.2	0.7
CSc1ccccc1NC(=O)c1cc(-c2ccc3c(c2)OCO3)on1	12	-2	-5	5	-0.3	1	0	2	-0.3	-0.8
CC1=C(C(=O)N2CCCCCC2)CC(CC(=O)NCc2cccs2)C(=O)N1CCC1=CCCCC1 (centres undefined)	nt	nt	-3	11	0.4	nt	-4	-1	-0.6	0.5
Cc1cc(C)c(OCCCNC2CCCC2)c(Br)c1	-3	-5	7	-2	-0.8	-2	-9	5	-0.3	-2.6
O=C(CSc1nccn(-c2cccc(F)c2)c1=O)Nc1ccc(Cl)cc1F	-3	-2	-9	10	-0.3	7	-2	-4	0.5	-0.6

A few values from above.
Cc1cc(C)c(OCCCNC2CCCC2)c(Br)c1 – DNMT1 inh = -3
COc1ccc(C2(O)C(=O)Nc3ccc(C)cc32)cc1 (centres undefined) – Scp-1 inhibitor = -6
O=C(NCc1ccccc1Cl)c1cc2c(s1)CS(=O)(=O)C2 – Tb MetRS inh = -0.3
O=C(NCC(c1ccco1)N1CCN(c2ccccc2)CC1)OCc1ccccc1 (centres undefined) – MsrA act = -5
Cc1ccccc1CN1[C@@H](CC2CCCCC2)COCCS1(=O)=O – SUMO1-SIM PPI = 14

Other records:
SMILES	DNMT1 inh	Scp-1 inhibitor	CendR NRP1 mod	eLon inh	Tb MetRS inh	STEP inh	MsrA act	SUMO1-SIM PPI	MsrA inhibitor	LMPTP block
O=CN1CCN(C(=O)c2ccc(Br)o2)CC1	1	-6	-9	-10	0.0	0	-2	-7	-1.4	1.0
CCN(CC)C(=O)CSc1nnc2c3ccccc3n(C)c2n1	4	-3	-1	-2	-0.3	1	-2	-19	0.9	-2.1
CSc1ncccc1C(=O)OCC(=O)c1ccc(S(=O)(=O)N2CCCCC2)cc1	-12	-1	16	-14	-0.3	-2	-2	-4	1.9	1.1
CCCNC(=O)COc1nc2ccccc2nc1N1CCOCC1	0	-2	4	-5	-0.3	-12	-3	-5	2.3	-2.1
CCOc1ccc(OCCOCCN2CCCC2)cc1	4	-15	-5	4	-0.2	-1	-2	-6	0.1	-9.8
CC1=C/C(=C(\c2ccc(O)c(C)c2)c2ccccc2S(=O)(=O)O)C=CC1=O	-8	-3	1	5	-0.3	-2	-3	-11	1.2	-1.5
CCOC(=O)C1CCCN(C(=O)c2ccc(S(=O)(=O)NCc3ccco3)cc2)C1 (centres undefined)	2	-1	8	-7	-0.5	0	-6	1	-1.8	-1.1
COc1cccc(CCNC(=O)CCc2nnc(-c3ccc4c(c3)OCO4)o2)c1	-1	-3	11	0	0.0	6	-2	0	-0.9	-0.2
COC(=O)c1nn(-c2cccc(C)c2)c2nnc(Cc3ccccc3)c(=O)n12	3	-11	8	-12	0.0	2	0	-5	-0.2	0.9
CCOCCCN1CC(=O)N2[C@@H](Cc3c([nH]c4ccccc34)C2(C)C)C1=O	0	0	-3	-7	-0.9	-4	-5	0	0.8	-1.9
CC(C)OC(=O)c1c(-c2ccc(C(C)C)cc2)csc1NC(=O)C1CCCO1 (centres undefined)	-1	-10	-6	-7	-0.8	4	-8	1	-1.5	2.2
CN(C)c1ccc(NC(=O)c2ccc(COc3cccc(Cl)c3)o2)cc1	-24	4	-12	7	-0.8	-6	-2	-3	0.4	2.6
Cc1ccc2[nH]c3c(N4CCN(Cc5ccccc5)CC4)ncnc3c2c1	-10	-1	5	-5	8.1*	-1	-2	15	0.5	2.0
Cn1cnnc1SCC(=O)c1ccc(OC(F)F)cc1	-3	-8	2	-4	-0.7	-1	-2	-4	-0.8	0.2
O=S(=O)(c1ccc2c(c1)OCCO2)N1CCC(c2nc3ccccc3s2)CC1	-4	-6	4	-1	-0.4	2	-1	2	-0.6	1.5
N#Cc1ccc(N2CCN(c3ccc(F)cc3)CC2)cc1	-2	-8	4	0	-0.6	0	0	1	1.2	0.4
O=C(c1ccc([N+](=O)[O-])cc1[N+](=O)[O-])n1cnc2ccccc21	-1	-4	2	-3	0.9	0	2	-22	-0.2	0.5
Cc1nn(-c2ccccn2)c2c1C(c1ccncc1)C1=C(CC(C)(C)CC1=O)N2 (centres undefined)	-1	-6	1	-6	0.2	2	-4	7	nt	1.3

Quoted at random: 2 entries already listed.
SMILES	DNMT1 inh	Scp-1 inhibitor	CendR NRP1 mod	eLon inh	Tb MetRS inh	STEP inh	MsrA act	SUMO1-SIM PPI	MsrA inhibitor	LMPTP block
Cc1ccc2[nH]c3c(N4CCN(Cc5ccccc5)CC4)ncnc3c2c1	-10	-1	5	-5	8.1*	-1	-2	15	0.5	2.0
Cc1nn(-c2ccccn2)c2c1C(c1ccncc1)C1=C(CC(C)(C)CC1=O)N2 (centres undefined)	-1	-6	1	-6	0.2	2	-4	7	nt	1.3
